# SENP8 inh: inhibitors of human SENP8 protease; recombinant SENP8, Nedd8 substrate fluorescence; 360,000 compounds, 0.64% hits; inhibition, % at 20 µM; AID 602440; Q96LD8; in the data active means inhibition mostly above about 40%, no sharp cut-off; inactive means mostly below about 27%
# SENP1 FRET inh: inhibitors of human SENP1 SUMO protease catalytic domain; recombinant SENP1 catalytic domain, CyPet-SUMO1-YPet FRET cleavage; 360,000 compounds, 0.21% hits; inhibition, % at 10 µM; Q9P0U3; AID 624204;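 active means inhibition at least 30% at 10 µM, raw YFP signal under a set limit, fluorescence ratio 0.5 to 1.5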;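 further: 0% = enzyme with DMSO and 100% = no enzyme wells; some results filed as inactive read as strong as hits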
# Target sequence (Q9P0U3 419-644 limits assumed): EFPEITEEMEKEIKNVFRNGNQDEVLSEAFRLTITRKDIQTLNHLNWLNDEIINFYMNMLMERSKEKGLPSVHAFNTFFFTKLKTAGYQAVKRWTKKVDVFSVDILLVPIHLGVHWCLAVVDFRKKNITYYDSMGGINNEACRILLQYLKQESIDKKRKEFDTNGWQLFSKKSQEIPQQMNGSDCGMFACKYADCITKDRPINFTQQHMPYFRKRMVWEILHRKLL
#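 Material – human SENP1 catalytic domain · Input – SENP1 enzyme, 20 pM final · Compound dosing – single concentration of 10 µM compound, 0.5% DMSO final · Timing – enzyme reaction for 50 min at room temperature, dark · Measured by – FRET fluorescence in CFP and YFP emission channels · Control set – no-enzyme wells low, DMSO-plus-enzyme wells high control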
# SENP6 inh: inhibitors of human SENP6 protease. Q9GZR1. Recombinant SENP6 catalytic domain, aminoluciferin luminescence. inhibition, % at 10 µM. 330,000 compounds, 1.8% hits. AID 2599;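 active means inhibition above about 50% at the single tested dose, limit read from the data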;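 further: plate controls were DMSO wells with enzyme for no effect and DMSO wells lacking enzyme for full effect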
# Target sequence (Q9GZR1 628-1112 limits assumed): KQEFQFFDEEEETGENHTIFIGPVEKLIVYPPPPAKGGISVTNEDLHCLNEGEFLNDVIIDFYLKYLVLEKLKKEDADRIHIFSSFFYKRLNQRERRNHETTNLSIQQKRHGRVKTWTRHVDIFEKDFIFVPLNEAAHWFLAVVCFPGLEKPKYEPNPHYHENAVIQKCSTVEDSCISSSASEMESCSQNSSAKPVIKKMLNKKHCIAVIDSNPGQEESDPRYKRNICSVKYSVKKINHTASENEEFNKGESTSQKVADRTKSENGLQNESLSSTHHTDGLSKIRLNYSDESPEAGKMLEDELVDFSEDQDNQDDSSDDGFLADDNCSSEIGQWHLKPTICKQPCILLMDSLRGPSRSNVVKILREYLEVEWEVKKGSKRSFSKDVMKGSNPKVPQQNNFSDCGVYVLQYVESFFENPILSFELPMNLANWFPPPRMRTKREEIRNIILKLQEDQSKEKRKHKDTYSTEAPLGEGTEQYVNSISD
# MPTP inh: permeability transition pore inhibition; 360,000 compounds, 1.4% hits; inhibition, % at 10 µM; AID 602449; isolated mouse mitochondria, Ca2+ swelling absorbance, 30 min;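 active means inhibition of 50% or more, scaled per plate between neutral and stimulator controls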;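 further: 0% = DMSO wells given calcium and 100% = 1 mM EGTA wells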
# hIAP activ: human IAP activation. AID 2524. P09923. activation factor at 10 µM. purified human IAP, CDP-Star luminescence, 30 min; stronger effect = higher value; 1 = vehicle-only enzyme, 0 = enzyme-free background. 330,000 compounds, 0.16% hits;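 active means activation factor of the enzyme at least 2-fold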; further: the source names both 10 and 20 µM as test concentration; values of inactives mirror those of a sister screen read the other way
# PfG6PD inh: PfG6PD (Plasmodium falciparum) enzyme inhibition; inhibition, % at 20 µM; PfGluPho enzyme, NADPH resazurin-diaphorase fluorescence; 350,000 compounds, 0.78% hits;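 active means inhibition reaching at least a set limit at 20 µM in the primary screen, cut at about 59% in these data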;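 further: 0% = DMSO wells with substrate and 100% = DMSO wells lacking glucose-6-phosphate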
# ATG4B inh: inhibitors of human ATG4B cysteine protease. Q9Y4P1. ATG4B cleavage of LC3-PLA2, NBD-HPC fluorescence, 1 h. inhibition, % at 8.33 µM. 340,000 compounds, 0.51% hits. AID 504462; in the data active means inhibition above about 40%
# Target sequence (Q9Y4P1 whole entry, looked up): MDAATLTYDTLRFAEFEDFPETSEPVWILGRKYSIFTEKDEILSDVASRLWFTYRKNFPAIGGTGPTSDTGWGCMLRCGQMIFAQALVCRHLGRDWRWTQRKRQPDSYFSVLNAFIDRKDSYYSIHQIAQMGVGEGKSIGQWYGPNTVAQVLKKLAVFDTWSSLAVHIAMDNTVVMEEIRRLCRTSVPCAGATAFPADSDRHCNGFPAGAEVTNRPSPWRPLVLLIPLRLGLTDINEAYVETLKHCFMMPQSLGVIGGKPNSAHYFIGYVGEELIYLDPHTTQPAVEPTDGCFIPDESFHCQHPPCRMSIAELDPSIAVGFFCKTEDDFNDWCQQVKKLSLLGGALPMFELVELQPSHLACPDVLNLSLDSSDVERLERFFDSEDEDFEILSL
# GRIN3A LBD mod: NR3A (human) ligand-binding domain modulation; NR3A LBD differential scanning fluorimetry, Tm shift; 0% = protein alone, 100% = glycine-bound protein; Tm shift relative to glycine control, % at 25 µM; 340,000 compounds, 2.5% hits; AID 1259313;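 active means melting temperature shift of at least 10% of the positive control shift, at one fixed dose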
# The depositor's hits bear a star; i = inactive; / = not tested or not shown.
# The line under a structure holds: SENP8 inh	SENP1 FRET inh	SENP6 inh	MPTP inh	hIAP activ	PfG6PD inh	ATG4B inh	GRIN3A LBD mod
O=c1c2ccc(Cl)cc2[nH]c(=S)n1Cc1cccnc1
→ 15	0	-13	5.7	1.1	-20	5	-1
COCC1CCN(C(=O)C2CCC(=O)N(C3CCCC3)C2)CC1 (configuration not stated)
→ 13	1	-15	-1.0	1.1	-1	-2	-2
Cc1cccc(N(Cc2ccccc2)C(=O)c2cc(S(=O)(=O)N3CCOCC3)ccc2F)c1
→ 12	0	-20	1.8	0.99	7	-5	-1
Cc1ccc2c(c1)c1c3n2CCN(C(=O)C2CC2)C3CCC1 (configuration not stated)
→ -177	25	9	0.9	1	15	-5	2
CCC(=O)Nc1ccc(C(=O)n2nc(C)cc2C)cc1
→ 27	2	-3	-3.3	1	-10	-4	2
C1CCN(c2nc3nonc3nc2N2CCCC2)C1
→ 4	0	-19	0.1	1.1	10	-17	0
Cc1cc2oc(C(=O)Nc3ccc(S(=O)(=O)Nc4ncccn4)cc3)cc(=O)c2cc1Cl
→ 4	0	5	-3.6	1.2	-4	-6	-1
O=c1c2c(nc3cc(-c4ccccc4Cl)[nH]n13)CCS2
→ -282	-35	85*	18	0.98	34	5	-36
Cc1ccc(NC(=O)C2CCCN2C(=O)OC(C)(C)C)cc1C (configuration not stated)
→ 35	2	5	-0.1	1	3	-7	0
c1ccc2c(c1)oc1c(Nc3ccc4c(c3)OCO4)ncnc12
→ -187	-11	13	7.5	1	-6	-1	2
NS(=O)(=O)c1ccc(NC(=O)COC(=O)C2(c3ccccc3F)CCCC2)cc1
→ 9	1	2	-0.5	0.85	4	-8	-12
COc1ccc(-n2c(SCC(=O)Nc3ccccc3OC)nc(O)cc2=O)cc1
→ 5	-1	-8	-1.8	1.1	-2	-5	-1
O=C(C[C@@H]1C[C@@H]2c3cc(NS(=O)(=O)c4ccc(F)cc4)ccc3O[C@@H]2[C@H](CO)O1)N1CCc2ccccc2C1
→ 5	-1	/	1.7	/	1	/	/
CC1CCCC(C)N1C(=O)CSc1nnc(-c2cccs2)o1 (configuration not stated)
→ -4	2	-14	-2.0	1.1	-13	5	0
O=C(Nc1cccc2ncccc12)c1ccc(-c2ccc(Cl)cc2Cl)o1
→ -8	-5	-4	0.1	0.89	-4	-26	-9
O=C(O)c1ccc(/C=N/NC(=O)c2cc(-c3cccs3)nc3ccccc23)cc1
→ -403	0	-2	1.5	0.98	3	-7	3
CCCc1cc(=O)oc2cc(C)cc(OC(C)C(=O)NCC(O)c3ccccc3)c12 (configuration not stated)
→ -218	2	9	0.3	0.87	9	-11	1
O=C(Oc1ccc(Br)cc1)C1CC(=O)N(c2ccc(F)cc2)C1 (configuration not stated)
→ 9	2	-11	0.1	0.99	-10	1	1
Cc1ccc(-c2cc(C(=O)O)c3ccccc3n2)c(C)c1
→ -17	2	-6	0.4	0.99	-7	2	0
CC(C)NC(=O)CC1OC(=O)c2ccccc21 (configuration not stated)
→ 10	1	-6	1.3	1.1	-16	-6	-1
COC(=O)Cn1c(CCS(=O)(=O)c2ccc(Cl)cc2)nc2ccccc21
→ 12	1	-20	-0.1	1	-6	-2	0
CC1(C)Cc2nc3oc4c(=O)n(CC(=O)Nc5ccc(Cl)cc5)cnc4c3cc2CO1
→ -230	-27	-13	3.1	1.3	-8	0	4
C=CCNC(=O)c1ccc(-c2ccc([N+](=O)[O-])cc2)o1
→ -6	0	-12	3.4	0.94	36	5	-7
CC1CN(C(=O)CSc2nnc(-c3cccs3)n2N)CC(C)O1 (configuration not stated)
→ -6	2	-9	-1.8	0.96	-2	-5	-1
CCCCOc1ccc(OCCNC(=O)c2ccco2)cc1
→ 8	0	-19	-0.2	0.98	-3	-1	-1
O=S(=O)(Oc1ccc(C(=S)N2CCOCC2)cc1)c1ccc(Cl)cc1
→ 10	0	-13	0.1	1.1	-7	10	0
O=S(Cc1ccc(Br)cc1)Cc1nnc(SCc2c(Cl)cccc2Cl)n1-c1ccccc1 (configuration not stated)
→ 23	1	-4	0.0	1	-19	5	-7
CCCC(=O)Nc1ccccc1NC(=O)c1ccc2c(c1)OCO2
→ 10	1	0	-0.2	0.97	23	4	-1
CCN(CC)C(=O)C1=C(C)N(Cc2ccccc2)C(=O)C(CC(=O)NC(c2ccccc2)c2ccccc2)C1 (configuration not stated)
→ -5	1	/	-1.1	/	-4	/	/
N#Cc1ccccc1S(=O)(=O)N1CCN(CC(O)c2ccccc2)CC1 (configuration not stated)
→ 25	5	9	0.3	1	-6	0	1

# Results in PfG6PD inh, hIAP activ and MPTP inh (2 entries from above):
Structure,PfG6PD inh,hIAP activ,MPTP inh
CC1CCCC(C)N1C(=O)CSc1nnc(-c2cccs2)o1 (configuration not stated),-13,1.1,-2.0
O=C(Nc1cccc2ncccc12)c1ccc(-c2ccc(Cl)cc2Cl)o1,-4,0.89,0.1

# Continuation:
# The line under a structure holds: SENP8 inh	SENP1 FRET inh	SENP6 inh	MPTP inh	hIAP activ	PfG6PD inh	ATG4B inh	GRIN3A LBD mod
CC1=C(C(=O)Nc2cccnc2)C(c2ccc3c(c2)OCO3)C2=C(CCCC2=O)N1 (configuration not stated)
→ i	-17	-10	-1.0	1	-4	-1	-2
COc1cccc(OC)c1OCCCCn1cnc2ccccc2c1=O
→ 4	1	-27	1.3	1.1	-1	-2	0
COc1ccc2[nH]c(=O)c(CN(C(C)=O)C3CCCCC3)cc2c1
→ -249	-1	-7	-1.0	1	4	-3	-1
CCn1nnnc1NCc1cccn1C
→ 18	-1	-6	0.8	0.93	25	5	-4
COc1ccc2[nH]c(=O)c(CN(CCN3CCCC3)C(=O)Nc3ccccc3Cl)cc2c1
→ -424	-18	-14	7.8	1.2	2	-1	-2
Cc1c(NC(=O)Nc2ccc(C(C)C)cc2)c(=O)n(-c2ccccc2)n1C
→ 4	4	-7	1.7	1.1	-7	-2	1
Cc1ccccc1N=Cc1cccc(O)c1O
→ 24	12	14	3.8	1.1	47	20	3
COc1ccc(N2C(=O)C3CCCN3C2c2cc(OC)c(OC)c(OC)c2)cc1 (configuration not stated)
→ 14	1	-16	-1.5	0.79	-9	2	-2
O=C(COC(=O)C1CC(=O)N(C2CCCCC2)C1)c1ccc(F)cc1 (configuration not stated)
→ 13	3	-9	-1.2	1.3	-18	-5	0
CCOC(=O)C1=C(C)NC(C)=C(C(=O)OC)C1c1ccco1 (configuration not stated)
→ -154	1	-12	5.9	1	13	-5	1
CCCCN(C)S(=O)(=O)c1ccc(C(=O)N(CCN(C)C)c2nc3ccc(C)cc3s2)cc1
→ 12	4	3	-0.1	0.89	-6	-14	2
Cc1cccc(C)c1Nc1nc2ccccc2o1
→ 20	1	-10	-1.5	1	19	3	2
CCOc1ccccc1OC(C)C(=O)Nc1ccc(S(=O)(=O)N2CCCC2)cc1 (configuration not stated)
→ 2	2	3	-0.7	0.96	-1	7	2
COCc1ccc(CN2CCC(CO)(CC3CCCCO3)CC2)o1 (configuration not stated)
→ 4	1	5	-0.4	0.88	-9	-1	2
COc1ccc(CCC(=O)NCCS(=O)(=O)N2CCN(c3ccccc3F)CC2)cc1
→ 7	1	-10	0.0	0.97	5	0	1
O=C(Nc1ccc(C(=O)O)cc1)Nc1ccc(F)cc1F
→ 5	2	83*	2.0	1	-11	-4	-3
COc1ccc(S(=O)(=O)N2CCCCCC2)cc1C(=O)NCc1ccco1
→ 30	2	7	0.4	1	-9	-1	-1
CC(=O)c1c(C)[nH]c(C(=O)Nc2cc(C)ccc2C)c1C
→ 0	-4	-1	-0.9	0.95	12	-3	-3
Cc1ccccc1C(=O)NCCOc1ccccc1Cl
→ 13	1	16	2.0	0.98	10	-4	0
COc1ccc(-n2nc(C(=O)NCC(=O)N3CCCC3)c3ccccc3c2=O)cc1Cl
→ -259	1	10	-0.5	0.87	2	-19	-1
N/C(=N\OC(=O)Cc1ccc(Cl)cc1)c1ccncc1
→ 26	4	-21	6.1	1	-8	3	1
Cc1ccc(-n2nnnc2SCc2nc3sc(C)c(C)c3c(=O)[nH]2)cc1
→ -10	-6	-5	3.5	0.91	3	2	-9
CCOC(=O)CSc1nc2sc3c(c2c(=O)[nH]1)CC(C)(C)OC3
→ -37	-6	17	2.2	0.96	5	-6	3
Cc1cc(=O)oc2c3c(cc(OCC(=O)NCC(=O)N[C@H](C(=O)O)C(C)C)c12)OC(C)(C)CC3
→ -299	0	-6	-1.5	0.86	7	-3	0
CCCCCC(=O)N1C[C@@H](O)[C@H](n2cc(C3CC3)nn2)C[C@@H]1c1ccc(Cl)cc1
→ -2	2	/	-2.6	/	-5	/	/
O=C(c1cccnc1)N1C2CCC1CC(O)(c1ccc(F)cc1)C2 (configuration not stated)
→ 12	4	-2	-1.5	0.95	-17	3	0
O=C(COc1cccc(F)c1)NNC(=O)Cc1ccc(Br)cc1
→ -9	0	-8	-1.8	1.3	-9	1	1
O=C(Cc1csc(Nc2nc(=S)[nH]c3ccccc23)n1)NCc1ccccc1Cl
→ -8	-8	0	-0.1	1	-20	8	1
CC(=O)Nc1ccc(NC(=O)C2CC(=O)N=C(N)S2)cc1 (configuration not stated)
→ 14	0	7	0.0	1	10	0	1
CCOC(=O)c1cccc(NC(=O)CN(c2ccc(OC)cc2)S(=O)(=O)c2c(C)noc2C)c1
→ 4	-1	-14	20	0.96	10	12	-6
OC(c1nc2ccc(F)cc2[nH]1)C(O)c1nc2ccc(F)cc2[nH]1 (configuration not stated)
→ 12	1	-7	0.7	3.6*	-5	2	-1
CCOC(=O)c1cc(C#N)c(SCC(=O)c2cc(C#N)c(SC)nc2C)[nH]c1=O
→ -199	-35	-34	3.4	0.99	22	3	-16
CCCCOc1ccc(CNC(=O)NS(=O)(=O)c2ccc(OCC)cc2)cc1
→ 16	-3	8	1.0	0.88	-19	-20	2
O=S(=O)(N[C@@H]1C[C@H]2CC[C@@H]1C2)c1cccs1
→ 10	1	0	-1.0	1.1	4	-9	-3
Nn1c(=O)c2ccccc2n2c(SCc3ccccc3)nnc12
→ 18	2	-3	-7.3	1	-8	-2	-1
Cc1cc(C)nc(-n2cc(C(=O)c3cc(F)ccc3O)cn2)n1
→ -48	-9	5	44	0.84	-9	8	-5
Cc1ccc(CN2CCN(Cc3cn[nH]c3C3CCCCC3)CC2CCO)cc1 (configuration not stated)
→ 14	2	6	0.2	1.1	4	-8	0
Cc1ccc([N+](=O)[O-])cc1S(=O)(=O)N1CCNCC1
→ 9	0	7	-1.4	0.99	-2	4	0
C/C=C(/C)C(=O)Nc1cccc(C2=NOC3(C2)C[C@@H](C(N)=O)N(C(=O)[C@H]2CCC(=O)N2)C3)c1 (some centres not stated)
→ 6	0	-13	-0.9	1.1	2	2	-1
Cc1ccccc1NC(=O)C(C)Sc1nnc(-c2ccncc2)n1CC1CCCO1 (configuration not stated)
→ -1	1	-16	-0.3	0.98	-18	3	-8
Cc1cc(N(C)Cc2ccccc2)nc2cc(O)ccc12
→ -289	-95	0	0.1	1.1	19	-11	-2
Cc1ccc(N2C(=O)c3cccc4c(N5CCN(C)CC5)ccc(c34)C2=O)c2cccnc12
→ /	/	13	/	0.9	5	-15	2
CN(C1=NS(=O)(=O)c2ccccc21)c1ccc(OC(=O)c2ccccc2F)cc1
→ 8	-1	/	1.2	/	-3	/	/
CCC(C)Nc1cc(C)nc2ncnn12 (configuration not stated)
→ 0	0	-11	0.3	1.1	-7	-3	-1
CC(Oc1ccc(Br)cc1)C(=O)N(Cc1ccccc1)c1c(N)n(Cc2ccccc2)c(=O)[nH]c1=O (configuration not stated)
→ 13	3	/	0.2	/	-11	/	/

# Entries from the list above that have a nitro group on carbon:
# The line under a structure holds: SENP8 inh	SENP1 FRET inh	SENP6 inh	MPTP inh	hIAP activ	PfG6PD inh	ATG4B inh	GRIN3A LBD mod
C=CCNC(=O)c1ccc(-c2ccc([N+](=O)[O-])cc2)o1
→ -6	0	-12	3.4	0.94	36	5	-7
Cc1ccc([N+](=O)[O-])cc1S(=O)(=O)N1CCNCC1
→ 9	0	7	-1.4	0.99	-2	4	0
